Source: PubChem BioAssay
NPY Y2 blocker = blocks the human neuropeptide Y Y2 receptor. P49146. NPY-Y2 expressing cells, antagonist mode. inhibition, % at 2.7 µM. 0.99% of 140,000 active. AID 793; in the data active = inhibition above about 17%;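 also: 0% = vehicle with agonist challenge and 100% = reference antagonist with challenge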
Target sequence (P49146 whole entry, looked up): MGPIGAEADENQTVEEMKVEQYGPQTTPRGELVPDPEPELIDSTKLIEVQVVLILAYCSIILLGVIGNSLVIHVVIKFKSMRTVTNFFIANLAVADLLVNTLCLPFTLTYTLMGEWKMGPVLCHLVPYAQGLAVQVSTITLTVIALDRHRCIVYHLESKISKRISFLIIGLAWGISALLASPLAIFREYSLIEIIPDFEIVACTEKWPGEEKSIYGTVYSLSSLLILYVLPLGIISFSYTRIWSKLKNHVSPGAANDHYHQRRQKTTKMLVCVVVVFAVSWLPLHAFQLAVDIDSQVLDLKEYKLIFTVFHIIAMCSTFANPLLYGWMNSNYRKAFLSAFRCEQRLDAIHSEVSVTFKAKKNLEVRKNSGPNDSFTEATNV
Yeast lifespan up = yeast lifespan extension | inhibition of the nicotinamide effect, % at 10 µM | S. cerevisiae growth with nicotinamide, OD615; deaD strain in restrictive glucose medium | 0.68% of 130,000 active;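 active = inhibition above a set limit, placed 3 SD over the median of all compounds, cut at about 26% in these data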;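 also: 0% = nicotinamide-treated wells and 100% = cells grown without nicotinamide; some compounds called inactive have numbers as strong as hits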
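Assay system: engineered S. cerevisiae DeaD replicative-lifespan strain, galactose-grown log-phase cells; medium: restrictive CSMM-D dextrose medium; also added: nicotinamide, 1.5 mM, co-present with compound; schedule: 48 h compound exposure at 30 °C, humidified; detection: absorbance at 615 nm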
MRP1 act = activators of MRP-1; H69AR cells + doxorubicin, viability rescue, CellTiter-Glo; viability increase, % at 10 µM; 0.61% of 140,000 active;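 active = viability gain under doxorubicin at or above a set limit, the compound median plus 3 SD, cut at about 4.7% in these data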;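 also: MRP-1 overexpressing cells given doxorubicin 25 µM after compound pretreatment; 18-22 h compound pretreatment then 72 h with doxorubicin before readout; 0% = doxorubicin-only wells and 100% = vehicle-treated cells without doxorubicin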
GALR2 antag = GALR2 (human) receptor antagonism | O43603 | GALR2-expressing cells, antagonist mode | inhibition, % at 4 µM | 0.39% of 140,000 active | AID 828; in the data active = inhibition above about 27%;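 also: cells stimulated with galanin 1-16 at roughly its EC80; 0% = agonist challenge control and 100% = basal control without agonist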
Target sequence (O43603 whole entry, looked up): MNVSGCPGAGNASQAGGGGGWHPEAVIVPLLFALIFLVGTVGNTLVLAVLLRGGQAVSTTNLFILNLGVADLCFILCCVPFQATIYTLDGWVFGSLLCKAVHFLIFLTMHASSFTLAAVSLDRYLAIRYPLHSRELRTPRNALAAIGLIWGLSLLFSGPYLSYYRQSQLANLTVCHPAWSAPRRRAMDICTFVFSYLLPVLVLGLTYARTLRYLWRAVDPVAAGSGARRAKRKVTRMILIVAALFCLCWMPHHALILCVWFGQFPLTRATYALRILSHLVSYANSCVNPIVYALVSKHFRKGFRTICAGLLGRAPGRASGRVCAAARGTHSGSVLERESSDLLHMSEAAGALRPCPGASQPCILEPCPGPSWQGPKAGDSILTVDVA
HCT116 PTEN-null = growth suppressors of cells with PTEN tumor suppressor deletion | HCT116 PTEN-null viability, CellTiter-Glo, 60 h; hits give low values | AID 827 | 1.2% of 140,000 active | viability, % at 10 µM;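 active = viability at or below a set limit, 4 SD under the median of all tested compounds, cut at about 3.7% in these data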;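 also: PTEN knockout HCT116 line with beta catenin targeted HCT116 as companion control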
E-sel TNF inh = blocks E-selectin expression induced by TNF alpha; AID 1246; HUVEC TNFa-induced E-selectin immunofluorescence, high content; 0.71% of 120,000 active; inhibition, % at 2 µM;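 active = inhibition above the batch mean plus 3 SD, and confirmed as a hit on visual image review, cut at about 43% in these data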;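 also: 0% = TNF-stimulated DMSO wells and 100% = unstimulated control wells; not every result past the cut was called active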
bCat KO growth = beta-catenin-lacking colon tumor cell growth suppression. HCT116 beta-catenin knockout viability, CellTiter-Glo, 60 h; hits give low values. 1.5% of 140,000 active. viability, % at 10 µM;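 active = viability at or under a set limit, the compound median less 4 SD, cut at about 6% in these data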;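 also: 0% = Hyamine 1622 control at 20 µM and 100% = untreated cell control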
BB579 growth dn = chemicals that inhibit yeast BB579 growth in restrictive medium (lifespan-shortening candidates). S. cerevisiae BB579 growth, OD615, 48 h. inhibition, % at 10 µM. AID 804. 0.51% of 140,000 active;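 active = inhibition above a set limit, 3 SD over the mean compound inhibition, cut at about 44% in these data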; also: inactives centre near -24
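Test system: S. cerevisiae DeaD strain BB579 yeast; Medium: restrictive CSMM-D medium; Compound: one dose, 10 µM compound with 0.25% DMSO; Incubation: 4 h cell preincubation, 48 h compound exposure, 30 °C humidified; Signal: OD at 615 nm; Benchmarks: amphotericin B at 10 µg/mL as positive control.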
Phagocytosis inh = inhibitors of macrophage phagocytosis; J774A.1 macrophage IgG-bead phagocytosis, imaging; inhibition, % at 5 µM; 0.07% of 110,000 active;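 active = inhibition above the mean of the plate negative controls plus 5 SD, cut at about 13% in these data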;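 also: phagocytic index as fraction of beads internalized from green versus red external bead signal; plate controls were DMSO negative control for no effect and cytochalasin-D positive control for full effect; some results beyond the cut were filed as inactive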
Measles CPE = protection of cells from measles virus; 1.5% of 140,000 active; Measles virus-infected cells, CPE protection, absorbance; protection (pct of control), % at 4 µM; in the data active = protection mostly above about 24%, no sharp cut-off; inactive = mostly below about 26%; also: some compounds called inactive have numbers as strong as hits
Active calls of the source: *; nt = not tested or not shown.

cpd	structure	BB579 growth dn	MRP1 act	NPY Y2 blocker	GALR2 antag	Yeast lifespan up	E-sel TNF inh	bCat KO growth	Phagocytosis inh	HCT116 PTEN-null	Measles CPE
1	CCOC(=O)N1CCC(=NNS(=O)(=O)c2cccc([N+](=O)[O-])c2)CC1	1	0.5	1	7	-8	-24	103	-1	111	6
2	CCOC(=O)/C=c1\s/c(=C\c2ccc3cc(OC)ccc3c2)c(=O)n1CC(=O)NCC1CCCO1 (configuration not stated)	-39	-1.8	1	13	-23	nt	70	-2	85	11
3	O=C(CCCN1C(=O)/C(=C\c2cccs2)SC1=S)Nc1cccnc1	-38	-0.7	2	6	1	2	88	-3	88	12
4	O=C(Nc1nc2c(s1)CCCC2)c1cc2n(n1)C(C(F)(F)F)CC(C1CC1)N2 (configuration not stated)	-65	-0.6	-2	9	-8	-9	82	-1	68	13
5	O=C(Nc1ccc2snnc2c1)Nc1cccc2ccccc12	-9	-3.5	-4	14	-7	-4	9	1	4	5
6	C=CCNc1nc(NCC)nc(N2CCOCC2)n1	-7	-0.8	4	-6	-7	-13	99	nt	89	7
7	O=C(Nc1nc2c(s1)CCCC2)c1cc(-c2ccccc2)nc2ccccc12	-37	-0.9	7	-10	5	nt	92	nt	81	3
8	O=C(c1cn(-c2ccccc2)nc1-c1ccc(F)cc1)N1CCOCC1	-41	-2.5	2	11	-6	-31	93	3	96	2
9	CCOC(=O)C(NC(=O)Nc1ccc(C(N)=O)cc1)(c1ccccc1)C(F)(F)F (configuration not stated)	-36	-1.8	3	0	0	-11	91	5	87	3
10	Cc1nn(-c2ccc(Cl)cc2Cl)c(=O)c2ccccc12	-26	-0.7	2	9	nt	12	84	nt	98	4
11	O=C(OCCN(CCOC(=O)c1ccncc1)S(=O)(=O)c1cccs1)c1ccncc1	-53	0.4	-1	-7	-8	-5	105	1	105	17
12	Cc1ccc2nc(-c3ccccc3)nc(SC(C)C(=O)NCc3cccs3)c2c1 (configuration not stated)	-78	-2.1	0	7	-16	36	32	0	36	13
13	C1COCCNCCOCCOCCOCCN1	-39	-0.6	0	2	1	nt	98	-4	100	4
14	Cn1c2c(c(=O)n(C)c1=O)CN(CCN1CCNCC1)CN2	-23	-1.6	-2	2	-13	6	96	nt	100	4
15	O=C(Cc1ccc(-c2ccccc2)cc1)N1CCOCC1	-33	-0.3	2	10	-10	-22	98	-1	99	24
16	CCOc1cccc(C2C(C(=O)c3ccc(C)o3)=C(O)C(=O)N2c2nccs2)c1 (configuration not stated)	-21	-3.0	-1	3	3	nt	84	-3	91	5
17	COc1cc(Cl)c(S(=O)(=O)NCc2cccnc2)cc1Cl	-2	-0.5	2	-5	-3	nt	99	0	91	8
18	CN1c2ccccc2C(C)(C)[C@]12C=Cc1cc(O)ccc1O2	-50	-1.9	9	-5	19	6	30	0	31	3
19	CC1CCCN(c2ccc(C(=O)NCCc3ccccc3)cn2)C1 (configuration not stated)	4	-1.4	5	2	-10	13	103	2	97	9
20	Nn1c(-c2cccs2)nc2sc3c(c2c1=O)CCCC3	-11	-2.8	1	-2	-26	-25	63	-1	50	10
21	CCOC(=O)CC1C(=O)NCCN1S(=O)(=O)c1cc(Cl)c(Cl)cc1Cl (configuration not stated)	-38	-1.6	0	-6	-26	59	96	nt	83	9
22	O=C(Nc1ccc2c(c1)OCO2)c1cnn2c(C(F)(F)F)cc(-c3ccco3)nc12	-79	0.6	2	-14	-8	nt	75	0	70	12
23	Cc1c(C2OC(=O)C3(CCCCC3)C(=O)C2(C)C)c(=O)n(-c2ccccc2)n1C (configuration not stated)	-27	-2.9	-2	-5	5	-3	95	0	97	6
24	CCOc1ccc(S(=O)(=O)NCc2cccs2)cc1	1	-3.2	2	-2	-2	-29	94	-2	92	1
25	CCN(CC)C(=O)CSc1nc2cc3c(cc2c(=O)n1Cc1ccc2c(c1)OCO2)OCO3	-78	0.9	3	14	-18	nt	102	2	111	6
26	COc1ccc(N2C(=O)CC(N(CCc3ccc(OC)c(OC)c3)C(=S)Nc3ccccc3)C2=O)cc1 (configuration not stated)	-23	-3.0	-1	-2	2	nt	59	-2	44	9
27	C=CCOC(=O)Nc1ccc(Cl)cc1NC(=O)OCC=C	-25	-2.4	3	5	-10	25	96	1	91	11
28	O=C(NCc1ccco1)c1cccn2c(=O)c3cc4ccccc4cc3nc12	-10	-2.3	2	12	4	5	2.6*	0	1.7*	7
29	CC(=O)Nc1cccc(NC(=O)C2CCCN2C(=O)Nc2ccccc2C)c1 (configuration not stated)	-13	-2.0	1	-5	1	-21	92	nt	96	3
30	COc1ccc(C(=O)Nc2cc(-c3nn4c(C)nnc4s3)ccc2C)cc1	9	-1.4	7	8	-6	22	79	0	70	16
31	Cc1cc2cc(C(c3nnnn3CC3CCCO3)N3CCCc4ccccc43)c(=O)[nH]c2cc1C (configuration not stated)	-44	-1.0	-2	8	-3	9	69	-1	77	9
32	Clc1ccc(Cn2ncc3c(NCCN4CCOCC4)ncnc32)cc1	-24	1.6	1	-7	-19	nt	88	-1	90	9
33	O=C(CN1CCOc2ccccc21)N1CCCC1	-7	-1.4	2	7	2	0	88	nt	89	9
34	Cn1c(-c2ccc(C=O)s2)nc2ccccc21	-22	-2.7	5	-6	-6	0	93	0	90	17
35	CSc1nc2nc(-c3ccccc3)cc(=O)n2[nH]1	-15	0.3	0	-5	-3	21	81	-1	80	4
36	O=C(NCCc1ccccc1)c1ccc2nc(-c3ccco3)c(-c3ccco3)nc2c1	-5	-1.1	2	12	-7	-21	95	0	87	14
37	Nc1nc2ccccc2n1/N=C/c1ccc(Br)cc1	3	-1.3	9	8	-22	-4	89	nt	89	19
38	CC(=O)N1CCCc2cc(S(=O)(=O)CCC(=O)N3CCN(c4cccc(C)c4)C(C)C3)ccc21 (configuration not stated)	8	-2.2	3	3	-6	-14	86	0	71	11
39	Cc1ccc(SCC(=O)NCC(C)C)cc1	-16	-2.3	1	1	-5	-35	101	0	107	32
40	COC(=O)Nc1ccccc1C(=O)N1CCN(c2ccc(C)cc2)CC1	0	0.1	2	-2	1	nt	84	1	88	8
41	Cc1cc(NC(=O)c2cccc(S(=O)(=O)N(C)C)c2)n(-c2ccccn2)n1	-13	-1.9	1	-8	-6	6	93	0	101	12
42	COc1ccccc1/C=C1\CCCC2=C1Nc1nnnn1C2c1ccccc1OC (configuration not stated)	-32	-5.5	5	1	-4	-16	4.0*	nt	1.7*	4
43	CCN(CC)S(=O)(=O)c1ccc2c(c1)nc(SCC(=O)N1CCCCCC1)n2-c1ccc(OC)cc1	-41	-0.6	3	4	-5	-15	79	-2	85	5
44	COC(=O)c1cc(OC)c(OC)cc1NC(=O)CN1CCOCC1	-36	-2.5	1	2	-23	-10	84	0	94	6
45	CC(C)[C@H](NC(=O)c1cccc(S(=O)(=O)N2CCCC2)c1)c1nc2ccccc2[nH]1	-48	-0.4	-2	6	-13	9	93	-5	103	2
46	CSCCC(NS(=O)(=O)c1ccc2c(c1)oc(=O)n2C)C(=O)NC1CCC(C)CC1 (configuration not stated)	-45	-3.0	0	4	3	-21	91	0	92	10
47	NC(=O)/C=C\c1cn(-c2ccccc2)nc1-c1ccc2c(c1)OCCO2	-8	-2.0	0	4	-3	nt	88	9	84	15
48	C=CCc1cccc2cc(C(=O)NCc3ccc(C(=O)OCC)o3)c(=O)oc12	-69	-0.3	14	-8	4	6	88	-2	99	10
49	COc1ccc(N=C2SC(CC(=O)Nc3ccc(OC)cc3OC)C(=O)N2C)cc1 (configuration not stated)	-26	0.7	-2	-12	-3	-25	93	0	97	6
50	O=C(Nc1cccc(F)c1)C1CCN(C(=O)c2ccccc2Cl)CC1	-3	-1.0	-2	-3	-4	12	92	1	103	19
51	Cc1nn(-c2ccccn2)c2c1C(c1c(F)cccc1Cl)C1=C(N2)c2ccccc2C1=O (configuration not stated)	-67	-1.4	4	-6	7	nt	56	2	54	7
52	Cc1cccc(NC(=O)CCc2ccc(C)o2)c1	-16	-3.6	4	5	-9	53	93	-2	87	18
53	Cn1nc(-c2ccc(N3CCCCC3)c(NC(=O)c3ccco3)c2)c2ccccc2c1=O	-34	-6.6	2	5	-13	4	29	-1	7	7
54	CCOC(=O)CSc1nnc(Cc2ccccc2)n1-c1ccc(C)cc1	-36	0.0	12	-1	nt	27	94	nt	102	8
55	CCCCNC(=O)CC1C(=O)N(Cc2ccccc2)C(C)c2nc3ccccc3n21 (configuration not stated)	-13	-2.2	9	-4	-4	nt	91	nt	83	15
56	CCCn1nc(C(=O)NCC(C)(C)N2CCOCC2)c2ccccc2c1=O	-55	-2.5	3	-1	-4	15	82	nt	87	21

(next part)
cpd	structure	BB579 growth dn	MRP1 act	NPY Y2 blocker	GALR2 antag	Yeast lifespan up	E-sel TNF inh	bCat KO growth	Phagocytosis inh	HCT116 PTEN-null	Measles CPE
57	O=C(OCC(=O)N1CCOCC1)C(c1ccccc1)c1ccccc1	-52	-2.0	-2	6	5	1	97	0	105	8
58	O=C(c1c(Cl)nc2sccn12)N(C(=O)c1c(Cl)nc2sccn12)c1ccc(Cl)cn1	-73	-2.1	-1	3	18	-15	63	3	60	1
59	Cc1c(N=C/C=C2/N(C)c3ccccc3C2(C)C)c(=O)n(-c2ccccc2)n1C	-27	-0.8	0	-4	nt	-13	81	nt	91	5
60	Cc1ccc2c([N+](=O)[O-])cccc2n1	-17	-0.4	3	22	-4	nt	98	2	98	12
61	N#C/C(=C\c1ccccc1C(F)(F)F)C(=O)Nc1ccccc1	-26	-4.2	0	-3	-2	3	77	nt	75	24
62	CCc1ccc(/C=N/Nc2nn[nH]n2)cc1	-18	-0.8	3	-1	nt	25	93	nt	94	32
63	CCC(c1nnnn1C1CCCC1)N1CCN(C(=O)c2ccco2)CC1 (configuration not stated)	-25	-3.2	2	0	4	-56	93	-1	89	7
64	C/C(=N\NC(=O)c1ccccc1C)c1ccc(N2CCOCC2)cc1	-28	-0.5	2	-7	-1	-18	101	-1	93	13
65	Cc1sc2ncnc(Sc3nnnn3-c3ccc(Cl)cc3)c2c1C	-42	-6.7	1	15	-15	-2	4.9*	0	5	20
66	NC(=O)C1CCC(NC(=O)OCc2ccccc2)CC1 (configuration not stated)	-41	0.4	3	4	-4	17	105	nt	93	3
67	Cc1ccc(OCC(O)Cn2c(N3CCOCC3)nc3c2c(=O)[nH]c(=O)n3C)cc1 (configuration not stated)	-9	-0.2	1	14	-7	nt	112	0	95	10
68	CCOC(=O)C1=C(C)N[C@@]2(O)c3ccccc3C(=O)[C@@]12O	12	-1.1	0	4	3	11	100	0	89	13
69	Cc1ccc(C)c(S(=O)(=O)N2C(=S)NC(=O)C2CC(C)C)c1 (configuration not stated)	-26	-1.0	1	1	31	5	100	-1	103	41*
